Screening results as filed in PubChem BioAssay.
PTHR1 ag: activates the human parathyroid hormone receptor PTHR1. Q03431. HEK293 GP2 PTHR1 cells, GloSensor cAMP luminescence, 1 h. 410,000 compounds, 0.075% hits. Potency, µM (series often up to 115 µM), for the others: at the highest dose activation, most hits filed as activators. AID 743266; also: potency is read from the fitted curve at half-maximal effect; nearly all actives have a fitted effect of over 55% in size; some results filed as inactive show a strong effect at the top dose; inactives centre near -15; many of its hits are not listed in these tables
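HEK-293-derived GP2 cells expressing PTHR1 and a GloSensor cAMP reporter, 3,000/well, plated overnight, given luciferin plus IBMX (each 0.5 mM as added) for 1 h at 37 °C, then compound for 1 h at 37 °C. Luminescence was read after 15 min at room temperature.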
Akt phos inh: blocks phosphorylation of Akt. Neuro2A IGF-stimulated pAkt S473 HTRF, 20 min; hits give low values. activity change, % for hits at 50 µM. 360,000 compounds, 0.32% hits; in the data active = activity change below about -80%; inconclusive = mostly about -51% to -80%; also: % is scaled to controls: 0 for no effect and ±100 for the full control effect
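Neuro2A cells (4,500/well, DMEM with 0.5% FBS) were treated with compound at a single 50 µM final concentration, stimulated with 6 nM IGF for 20 min at 37 °C, and lysed. Phospho-Akt Ser473 was read by HTRF as 665/615 ratio ×10^4.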
CCT modulator: cytosolic chaperonin activity modulation | purified chaperonin ATPase assay, HTRF ADP detection, 30 min | activity change, % (concentration not given with the values), hits read low | 360,000 compounds, 0.3% hits | AID 651819; in the data active = activity change below about -30%; also: % is scaled to controls: 0 for no effect and ±100 for the full control effect
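TRiC at 40 or 20 nM final (batch-dependent) in 30 mM Tris pH 7.4, 100 mM KCl, 5 mM MgCl2, 1 mM DTT, with compound at single 76 uM and 10 uM ATP, 30 min at 37 deg C. ADP detected by HTRF Transcreener, 665/615 ratio.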
MmCpn inh: blocks the Methanococcus maripaludis chaperonin Mm-Cpn; purified Mm-Cpn ATPase, ADP Transcreener TR-FRET; Potency, µM (highest dose often 76.9 µM), for inactives: at the highest dose activity, negative = inhibition, usual class: inhibitors; 330,000 compounds, 0.031% hits; AID 504842; also: potency is read from the fitted curve at half-maximal effect; % is scaled to controls: 0 for no effect and ±100 for the full control effect; nearly all actives have a fitted effect of over 80% in size
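Eu-cryptate anti-ADP/ADP-d2 competition gives a ratio inversely related to ADP. Enzyme at 25 nM was pre-exposed to compound for 10 min, then given 10 uM ATP for 30 min, 37°C throughout.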
D3 antag: D3 dopamine receptor (human) antagonism; 360,000 compounds, 2.5% hits; D3R cells, DiscoveRx beta-arrestin luminescence, antagonist mode; hits give low values; max response, negative = inhibition, %; AID 652054; in the data active = max response below about -50%; inconclusive = no clear call, values can overlap the other calls; also: % is scaled to controls: 0 for no effect and ±100 for the full control effect; mostly tested at two doses, the higher about 12 µM
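Cells plated overnight at 1500 cells/well, then exposed to library compounds with dopamine controls for 90 minutes at 37 degrees C. DiscoveRx reagent added for 30–60 minutes at room temperature; luminescence read, quantitative HTS format.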
DRD3 agonist: agonists of human D3 dopamine receptor | AID 652048 | 410,000 compounds, 0.58% hits | P35462 | D3R DiscoveRx beta-arrestin cells, luminescence, 90 min | max activation, %; in the data active = max activation above about 30%; also: 0% is about no effect; mostly tested at two doses, the higher about 12 µM
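Agonist mode: compounds and dopamine controls were applied to plated cells for 90 min at 37 degrees C after an overnight attachment at 1500 cells/well. Luminescent read-out followed 30 - 60 minutes at room temperature with DiscoveRx detection reagent.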
EPAC2 antagonist: blocks human EPAC2 exchange factor; 360,000 compounds, 0.18% hits; AID 720708; EPAC2 GEF exchange of Rap1B-BODIPY-GDP, fluorescence; Q8WZA2; Potency, µM (highest dose often 114 µM), inactives show at the top dose activity, negative = inhibition, hits mostly inhibitors; also: potency is read from the fitted curve at half-maximal effect; % is scaled to controls: 0 for no effect and ±100 for the full control effect; nearly all actives have a fitted effect of over 45% in size; many of its hits are not listed in these tables
Target sequence (Q8WZA2 whole entry, looked up): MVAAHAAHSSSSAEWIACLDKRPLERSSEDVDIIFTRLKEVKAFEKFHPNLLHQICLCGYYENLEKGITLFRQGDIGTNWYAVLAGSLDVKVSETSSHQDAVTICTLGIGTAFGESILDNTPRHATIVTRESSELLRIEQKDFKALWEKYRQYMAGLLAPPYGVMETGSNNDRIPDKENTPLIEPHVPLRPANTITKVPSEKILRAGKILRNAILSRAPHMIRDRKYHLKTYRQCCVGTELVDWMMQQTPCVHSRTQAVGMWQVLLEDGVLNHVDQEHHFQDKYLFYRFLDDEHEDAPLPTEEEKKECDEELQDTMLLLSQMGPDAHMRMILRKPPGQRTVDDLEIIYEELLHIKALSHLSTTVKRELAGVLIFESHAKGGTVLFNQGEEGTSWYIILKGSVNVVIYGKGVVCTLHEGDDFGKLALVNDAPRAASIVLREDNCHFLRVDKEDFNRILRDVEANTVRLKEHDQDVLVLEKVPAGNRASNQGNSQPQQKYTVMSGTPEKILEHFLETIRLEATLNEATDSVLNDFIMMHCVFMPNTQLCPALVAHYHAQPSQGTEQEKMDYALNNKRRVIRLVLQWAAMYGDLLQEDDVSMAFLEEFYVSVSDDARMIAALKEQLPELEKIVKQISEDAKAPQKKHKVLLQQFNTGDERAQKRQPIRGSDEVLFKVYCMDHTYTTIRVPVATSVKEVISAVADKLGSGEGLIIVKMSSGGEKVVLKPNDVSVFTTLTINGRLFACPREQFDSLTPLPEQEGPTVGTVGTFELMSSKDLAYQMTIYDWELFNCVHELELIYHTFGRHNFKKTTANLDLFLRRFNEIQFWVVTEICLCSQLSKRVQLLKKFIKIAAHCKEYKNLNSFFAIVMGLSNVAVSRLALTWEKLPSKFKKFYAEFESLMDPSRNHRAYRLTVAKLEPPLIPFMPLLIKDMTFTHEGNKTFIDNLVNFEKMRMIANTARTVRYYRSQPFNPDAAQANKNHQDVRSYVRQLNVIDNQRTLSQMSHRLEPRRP
EPAC2 agonist: activates human EPAC2 exchange factor; Q8WZA2; EPAC2 activation, biochemical qHTS; response scale: 100% = 6.5 mM cAMP response; Potency, µM (highest dose often 154 µM), inactives show top-dose activation, actives largely listed as activators; 360,000 compounds, 0.079% hits; AID 720711; also: potency is read from the fitted curve at half-maximal effect; nearly all actives have a fitted effect of over 50% in size
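Exchange assay: 100 nM EPAC2 with 250 nM Rap1B-BODIPY-GDP and 50 uM GDP. Fluorescence (ex 480/em 540 nm) read every 5 min for 30 min at room temperature. Data normalized to 6.5 mM cAMP as agonist control.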
* = called active by the depositor; i = inactive; u = inconclusive; x = no result given; & = joins results of further samples; [ ] = dose if it differs, or a comment. Unless noted, calls follow the shape of the dose curve; as a rule, active = well fitted curve in the direction sought with a large enough effect; inconclusive = small, poorly fitted or top-dose-only effect, or another doubt; inactive = no such curve, though single readings can be large; an effect the other way counts as inactive or inconclusive. The list is partial; the hit share may differ from the screen's.

Value order: CCT modulator, DRD3 agonist, Akt phos inh, PTHR1 ag, EPAC2 agonist, MmCpn inh, EPAC2 antagonist, D3 antag
CCOC(=O)N1C2=NC(C(=O)OC)=C(C(=O)OC)[C@@H]3N(C)c4ccc(OC)cc4[C@]23C[C@H]1C(=O)OC
    -2.1, -13.6, i, i, 3.7%, x, 1.9%, 5.1
COc1cccc(NC(=S)N2CCC(NC(=O)c3ccco3)CC2)c1
    2.7, -9.3, i, -24.4%, 8.2%, 2.0%, 0.8%, -4.8
Cc1cc(=O)[nH]c2nnc(-c3ccc(Cl)cc3)n12
    -0.6, 4.7, i, i, 11.1%, -1.7%, -4.1%, -6.3
C[C@@H]1CCCCO[C@@H](CN(C)Cc2ccc(C(F)(F)F)cc2)[C@@H](C)CN([C@H](C)CO)C(=O)c2cc(N(C)C)ccc2O1
    1.0, -2.1, i, -13.5%, -9.1%, x, -9.0%, -9.5
CC1(C)CC(=O)C=C(NC2CCCCCCC2)C1
    -3.6, -3.3, i, i, -0.8%, 1.8%, 3.9%, 0.9
CCC(C)C(CO)NC(=O)/C=C/[C@H]1O[C@@H](n2cnc3c(NC(=O)c4ccccc4)ncnc32)[C@H](O)[C@@H]1O (stereo partly drawn)
    0.6, -5.4, i, u, -0.4%, x, -9.6%, 10.7
CC1CCN(CCCNC(=O)c2cc3sccc3n2C)CC1
    0.6, -32.0, x, i, 5.6%, 2.0%, 3.3%, -85.8*
Cc1cccc(N2CCN(S(=O)(=O)c3c(C)nc4scc(C)n4c3=O)CC2)c1C
    0.6, 13.5&-6.7, i, -18.2%, 7.7%, 1.3%, -15.1%, 14.6
O=C(CN1CCOCC1)Nc1ccc(Oc2ccccc2)cc1
    -0.8, 0.4, i, i, -5.0%, 3.3%, 5.2%, -20.7
N#Cc1nc(COc2ccccc2)oc1N1CCOCC1
    -0.1, 3.9, i, i, -10.5%, 0.7%, 3.7%, 8.8
O=C(CC1C(=O)NCCN1CC1CCCCC1)NC1(c2ccccc2)CC1 (stereo not drawn)
    -2.4, -10.7, i, -67.2%[inhibitor], 2.9%, -1.6%, 0.6%, -6.0
O=C(COC(=O)c1ccccc1O)Nc1cccc2ccccc12
    -0.7, -10.1, i, -43.4%, 4.7%, 0.5%, 9.3%, 0.0
Cc1cccc(OCC(=O)N/N=C/c2cccn2C)c1
    -1.5, -1.8, i, i, 12.5%, 0.1%, 11.6%, -5.7
CCC(=O)Nc1cc(Cl)ccc1C(=O)O
    0.2, 1.1, i, i, -10.6%, 0.8%, -0.2%, -27.9
O=C(O)CSc1cc(C(=O)c2cc(F)ccc2O)cn2c(=O)c3c(-c4ccccc4)csc3nc12
    -1.8, -5.6, i, -31.5%[inhibitor], -6.7%, -0.4%, -16.7%, 4.3
CCOC(=O)c1ccc(NC(=O)CCNS(=O)(=O)c2cccs2)cc1
    2.1, 3.7, i, -15.1%, -2.3%, 0.6%, -14.1%, 9.4
COc1ccc(OCCC(=O)OCC(=O)Nc2ccc(Br)cc2)cc1
    1.7, 0.9, i, i, -4.6%, -0.8%, -4.7%, 10.0
Nc1nc(NCc2c(F)cccc2Cl)nn1-c1ccccc1
    -1.9, 0.7, i, -2.2%[57.5 µM], 0.1%, 0.3%, 0.4%, -2.3
COc1cc(CC(=O)Nc2sccc2C(N)=O)cc(OC)c1OC
    2.7, -3.3, i, i, 3.3%, -2.1%, -18.9%, 22.5
CCOc1ccc(N(CC(=O)Nc2ccccc2C(=O)NCc2ccco2)S(C)(=O)=O)cc1
    -1.9, 21.2, i, -24.9%, 19.5%, 0.0%, -3.8%, -19.0
O=C(Cc1ccccc1)NNC(=O)c1ccccc1C(=O)O
    -0.8, 9.0, i, -8.5%, 3.3%, 0.4%, 11.4%, -7.4
Cc1ccc(O)c(C2=Nc3ccccc3C2(C)C)c1
    0.3, 0.8, i, -13.7%, 7.8%, 1.3%, -20.6%, -7.8
CC(=O)Nc1ccc(S(=O)(=O)N2CCC(C(N)=O)(N3CCCCC3)CC2)cc1
    0.1, 0.6, i, i, 4.3%, -0.8%, -4.3%, 11.2
CC(C)CCOc1ccc(C(=O)Nc2cc(S(=O)(=O)N3CCOCC3)ccc2N2CCOCC2)cc1
    -1.0, -3.2, i, -18.4%, -2.0%, x, -11.6%, 12.4
CCc1cc(CNC(=O)c2ccc3nc(Cc4ccc(OC)c(OC)c4)oc3c2)on1
    -3.2, 1.8, i, u, 4.8%, 1.0%, -6.6%, 3.0
CCCOc1ccc(N2C(=O)CC(SC(=NCC)NCC)C2=O)cc1 (stereo not drawn)
    0.4, 3.5, i, i, -4.0%, 1.1%, 5.8%, 11.1
CCc1ccc(OCC(=O)N2CCN(c3ccccn3)CC2)c(Br)c1
    -0.6, -14.8, i, -5.6%, 10.6%, -4.5%, -10.2%, -18.0
COc1cccc(NS(=O)(=O)c2ccc3c(c2)CC(=O)N3)c1
    0.9, -13.4, i, -20.4%, 3.8%, -1.8%, -0.1%, u
Cc1cccc(OCC(=O)N/N=C2/SCC(=O)N2Cc2ccco2)c1
    -3.5, -8.9, i, i, 1.9%, -1.8%, 0.7%, 5.5
CC(Oc1ccc(Cl)cc1Cl)C(=O)Nc1ncccn1 (stereo not drawn)
    0.1, -4.9, i, i, -2.7%, -0.7%, 0.1%, -5.3
Cc1cc(C)c(C(=O)c2cccs2)c(C)c1
    -1.9, -1.8, i, -7.2%, 5.7%, x, 28.2µM*, 12.0
O=C(Nc1ccnn1C1CCN(Cc2c(F)cccc2Cl)CC1)C1CCCC1
    0.6, -17.7, i, i, 4.4%, 2.1%, -0.5%, -0.9
Cc1ccc(C)c(NC(=O)c2ccc(OCc3c(C)noc3C)cc2)c1
    -1.9, -3.8, i, -11.6%, -1.7%, -0.8%, -7.4%, 18.1
COC(=O)c1[nH]c(=O)c2ccccc2c1O
    -0.2, -2.7, i, i, 10.2%, -3.3%, 2.2%, -10.5
COc1cc(-c2cccs2)cc(=O)c2c(C)oc(C)c12
    -3.1, 1.2, i, -4.0%[57.5 µM], 24.0%, -5.4%, -1.7%, -10.0
CC(=O)c1ccc(NC(=S)NNC(=O)c2ccncc2)cc1
    0.0, -3.5, i, i, -9.7%, 0.4%, -1.9%, 1.1
Nc1nncn1C(=O)CCCN1C(=O)c2ccccc2C1=O
    0.1, 5.2, i, i, 8.1%, -0.1%, -4.7%, 11.3
CC(C)(C)c1cc(CNC(=O)C2CCC(=O)N(Cc3ccccc3F)C2)[nH]n1 (stereo not drawn)
    -0.7, 8.2, i, i, 1.3%, x, 3.1%, 26.0
N=C(N)SCc1nc2ccccn2c1Br
    -3.5, -0.5, i, i, 8.0%, 2.5%, 2.5%, -23.6
COc1cccc(C2C(C(=O)NCc3ccccc3)=C(C)Nc3ncnn32)c1 (stereo not drawn)
    -3.7, -2.3, i, -8.4%[57.5 µM], 1.5%, -0.1%, -7.7%, 9.0
O=C(Nc1cccc(O)c1)c1cc(S(=O)(=O)N2CCCC2)ccc1Cl
    -1.8, 1.1, i, -24.5%, 2.4%, -0.5%, 8.2%, -19.5
O=C(OCCc1cc2ccccc2c(=O)o1)N1CCOCC1
    0.3, 2.3, i, i, -5.5%, 1.6%, -6.9%, 16.0
C[C@H](CO)N1C[C@H](C)[C@@H](CN(C)Cc2ccccc2)Oc2c(NC(=O)C3CCCCC3)cccc2C1=O
    -0.4, -15.2, i, -18.9%, -3.0%, -2.7%, -26.6%, 4.7
Cc1ccc2[nH]c(=O)c(CC=C(Cl)Cl)c(C)c2c1
    -5.9, 18.2, i, -18.7%, -0.2%, -4.3%, -12.4%, -19.1
CCOc1ccc(/C=C/[N+](=O)[O-])c2ccccc12
    -3.9, -29.5, i, -15.8%[57.5 µM], 19.2%, 0.0%, -10.3%, -28.1
CCOC(=O)c1ccccc1NC(=O)CSc1nnc(C(C)C)n1CC
    -9.4, -0.1, i, i, 2.9%, -1.3%, 2.1%, 4.3
CCN(CC)CCCNC(=S)N(Cc1cccs1)Cc1cc2cc3c(cc2[nH]c1=O)OCCO3
    -3.1, -22.3, i, i, 3.2%, -0.6%, 13.8%, -20.4
Cc1cc(C(=O)OCC(=O)N2CCC(c3ccccc3)=N2)ccc1[N+](=O)[O-]
    1.4, 4.3, i, -40.1%[inhibitor], 7.4%, 1.8%, 5.0%, 20.1
Cc1ccc(N2CCN(CCCCN3C(=O)C4CCCN4C3=O)CC2)cc1 (stereo not drawn)
    -1.4, -17.5, i, -7.9%, 4.5%, -0.6%, 12.3%, -78.0*
COc1cc2c(cc1OC)C1CCN3C(=O)CCC3N1CC2 (stereo not drawn)
    -3.6, 0.3, i, i, 4.5%, x, 8.5%, 1.6
Cc1cc(C)n(-c2ccc(C(=O)N3CC(C)OC(C)C3)cc2)n1 (stereo not drawn)
    -1.4, 1.8, i, -22.2%, 0.0%, -1.0%, 16.5%, 4.9
COC(=O)c1cc(Nc2cc(C)c3ccc(O)cc3n2)cc(C(=O)OC)c1
    -0.7, -10.0, i, -9.6%, 9.2%, -25.0%, 2.5%, 9.7
Cc1c(CC(=O)O)c(=O)oc2c(C)c(OCc3nn[nH]n3)ccc12
    0.7, -4.8, i, i, -1.3%, -2.2%, 3.9%, -16.4
O=C1C=C(NCc2ccncc2)CC(c2ccccc2)C1 (stereo not drawn)
    -5.0, -19.5, i, -7.3%[57.5 µM], 8.5%, 1.3%, -5.4%, 1.7
Cc1cccc(C(=O)Nc2ccccc2C(=O)Nc2ccc(C(=O)O)cc2)c1
    1.0, -4.1, i, -19.7%, 2.4%, -2.4%, 5.2%, -9.4
CCN(Cc1ccncc1)C(=O)c1ccc2c(c1)S(=O)(=O)c1ccccc1C2=O
    1.0, 6.0, i, u, 3.6%, -2.9%, -7.1%, 5.8

Sorted by length of the SMILES (lowest first): some entries from above
Value order: CCT modulator, DRD3 agonist, Akt phos inh, PTHR1 ag, EPAC2 agonist, MmCpn inh, EPAC2 antagonist, D3 antag
Nc1nncn1C(=O)CCCN1C(=O)c2ccccc2C1=O
    0.1, 5.2, i, i, 8.1%, -0.1%, -4.7%, 11.3
Cc1cc(C)n(-c2ccc(C(=O)N3CC(C)OC(C)C3)cc2)n1 (stereo not drawn)
    -1.4, 1.8, i, -22.2%, 0.0%, -1.0%, 16.5%, 4.9
Cc1cc(C(=O)OCC(=O)N2CCC(c3ccccc3)=N2)ccc1[N+](=O)[O-]
    1.4, 4.3, i, -40.1%[inhibitor], 7.4%, 1.8%, 5.0%, 20.1
